Compound activity from PubChem.
BioA inh: BioA (M. tuberculosis) enzyme inhibition. inhibition, % at 9.99 µM. AID 602481. 0.096% of 360,000 active. purified M. tuberculosis BioA enzyme, plate reader; in the data active means inhibition above about 40%
An asterisk follows results filed as active. Not all compounds are listed; count on the stated rates, not on these rows.

Structure,BioA inh
C[C@H](CO)N1C[C@H](C)[C@@H](CN(C)C(=O)Nc2ccc(F)cc2)Oc2ccc(NC(=O)Nc3ccccc3)cc2CC1=O,6.1
Cc1noc(C)c1C(=O)N(C)C[C@H]1OCc2ccccc2-c2ccccc2C(=O)N([C@H](C)CO)C[C@H]1C,-0.7
O=C(C1CC1)N1CCCCN2[C@H](CO)[C@@H](c3ccc(C#CC4CCCC4)cc3)[C@@H]2C1,3.2
COc1ccc(CNC(=O)C[C@@H]2C=C[C@H](NC(=O)CN(C)C)[C@H](CO)O2)cc1,-0.5
C[C@@H]1CN([C@@H](C)CO)C(=O)c2cc(NS(=O)(=O)c3ccc(F)cc3)ccc2O[C@@H](C)CCCCO[C@H]1CN(C)C,-1.4
CC=Cc1ccc2n(c1=O)C[C@H]1[C@H](CO)[C@@H](C(=O)NCCC)N(Cc3cccnc3)[C@@H]21 (mixture of isomers),-2.0
COc1ccc(-c2cn(CC[C@@H]3CC[C@@H](NC(=O)Cc4ccccn4)[C@H](CO)O3)nn2)cc1,-2.4
Cc1ccc(S(=O)(=O)Nc2ccc3c(c2)C(=O)N([C@@H](C)CO)C[C@@H](C)[C@H](CN(C)Cc2ccc(C(F)(F)F)cc2)OCCCC[C@H](C)O3)cc1,0.7
C[C@@H]1CN([C@H](C)CO)C(=O)Cc2cc(N(C)C)ccc2O[C@@H]1CN(C)S(=O)(=O)c1cn(C)cn1,-2.1
Cc1ccc(S(=O)(=O)Nc2cccc3c2O[C@@H](CN(C)C(=O)Nc2c(C)noc2C)[C@@H](C)CN([C@H](C)CO)C3=O)cc1,5.3
C[C@H]1CN([C@@H](C)CO)C(=O)c2cccc(NS(C)(=O)=O)c2O[C@H]1CN(C)Cc1ccc(C(F)(F)F)cc1,1.3
CCCNC(=O)C[C@@H]1C[C@@H]2c3cc(NC(=O)Nc4ccc(OC)cc4)ccc3O[C@@H]2[C@H](CO)O1,0.4

For reference, some entries already given:
Structure,BioA inh
C[C@H](CO)N1C[C@H](C)[C@@H](CN(C)C(=O)Nc2ccc(F)cc2)Oc2ccc(NC(=O)Nc3ccccc3)cc2CC1=O,6.1
Cc1noc(C)c1C(=O)N(C)C[C@H]1OCc2ccccc2-c2ccccc2C(=O)N([C@H](C)CO)C[C@H]1C,-0.7

More records
Structure,BioA inh
O=C(C1CCC1)N1C[C@@H]2[C@H](c3ccccc31)[C@H](CO)N2C(=O)c1ccccc1,-0.4
C[C@@H]1CN([C@H](C)CO)S(=O)(=O)c2ccc(C3=CCCC3)cc2O[C@@H]1CN(C)C(=O)c1cnccn1,6.0
C[C@@H](O)C#Cc1cnc2c(c1)C(=O)N([C@@H](C)CO)C[C@H](C)[C@@H](CN(C)Cc1cccc(C(=O)O)c1)O2,-2.0
CN(C)C(=O)C[C@@H]1CC[C@H]2[C@@H](COC[C@H](O)CN2Cc2ccc(C(F)(F)F)cc2)O1,20
COCC(=O)N1C[C@@H](C)[C@@H](OC)CN(C)C(=O)c2cc(NC(=O)c3cnccn3)ccc2OC[C@@H]1C,0.3
CC(C)NC(=O)N(C)C[C@H]1Oc2ccc(NC(=O)CCN3CCOCC3)cc2CC(=O)N([C@@H](C)CO)C[C@@H]1C,-0.3
C[C@@H]1CN([C@@H](C)CO)S(=O)(=O)c2ccc(C#CCN(C)C)cc2O[C@H]1CN(C)C(=O)C1CCC1,-0.3
COc1ccc(S(=O)(=O)N(C)C[C@H]2OCCCC[C@@H](C)Oc3ccc(NC(=O)Nc4cccc5ccccc45)cc3C(=O)N([C@@H](C)CO)C[C@H]2C)cc1,-1.6
CCC(=O)N1C[C@H]2[C@@H](c3ccccc31)[C@H](CO)N2Cc1ccccc1F,-3.6
COc1ccccc1NC(=O)N(C)C[C@@H]1Oc2ncc(C#CCN(C)C)cc2C(=O)N([C@H](C)CO)C[C@@H]1C,-5.5
C[C@H]1CCCCO[C@@H](CN(C)C(=O)c2ccncc2)[C@@H](C)CN([C@@H](C)CO)C(=O)c2cc(NS(=O)(=O)c3cn(C)cn3)ccc2O1,1.0
O=C(C[C@H]1CC[C@@H]2[C@H](COC[C@H](O)CN2S(=O)(=O)c2cccc(F)c2)O1)NCc1ccncn1,0.8
COc1ccccc1-c1ccc2c(c1)O[C@H](CN(C)C(=O)Nc1ccccc1)[C@@H](C)CN([C@H](C)CO)S2(=O)=O,0.3
C[C@H](CO)N1C[C@H](C)[C@H](CN(C)S(=O)(=O)c2ccccc2)Oc2ccc(NC(=O)Cc3cn(C)c4ccccc34)cc2CC1=O,-1.0
COc1ccc(CNC(=O)C[C@H]2C=C[C@@H](NC(=O)CN(C)C)[C@@H](CO)O2)cc1,5.4
C[C@@H]1CN([C@@H](C)CO)C(=O)c2c(c3ccccc3n2C)-c2ccccc2CO[C@@H]1CN(C)S(=O)(=O)CC(F)(F)F,3.3
C[C@@H]1CN([C@H](C)CO)S(=O)(=O)c2ccc(-c3cccnc3)cc2O[C@@H]1CN(C)C(=O)NC1CCCCC1,-0.1
O=C(Nc1cc(F)ccc1F)N1CCCCN2[C@H](C1)[C@H](c1ccc(-c3ccccc3)cc1)[C@@H]2CO,5.2
O=C(C[C@@H]1CC[C@@H](NC(=O)c2cccnc2)[C@H](CO)O1)NCCN1CCCCC1,0.0
CC(C)C#Cc1cnc2c(c1)C(=O)N([C@H](C)CO)C[C@@H](C)[C@@H](CN(C)Cc1ccccn1)O2,-2.7
CC(C)NC(=O)N(C)C[C@H]1Oc2ccc(NC(=O)CCCCCC(=O)Nc3ccccc3N)cc2C(=O)N([C@H](C)CO)C[C@@H]1C,-2.5
Cc1cc(C(=O)Nc2cccc3c2O[C@H](CN(C)C(=O)Nc2ccc(F)cc2)[C@H](C)CN([C@H](C)CO)C3=O)n(C)n1,-0.3
C[C@@H]1CN([C@@H](C)CO)S(=O)(=O)c2ccc(C#CC3(O)CCCC3)cc2O[C@@H]1CN(C)C(=O)Nc1ccccc1,-3.0
O=C(C[C@@H]1C=C[C@H](NS(=O)(=O)c2ccccc2)[C@@H](CO)O1)NCCN1CCCCC1,-6.2
COc1ccc(NC(=O)N(C)C[C@@H]2Oc3ccc(NC(=O)Cc4ccccc4)cc3C(=O)N([C@H](C)CO)C[C@@H]2C)cc1,-0.1
COc1ccc(NC(=O)N(C)C[C@H]2Oc3c(NC(=O)C4CCOCC4)cccc3C(=O)N([C@H](C)CO)C[C@@H]2C)cc1,-2.7
O=C(Nc1ccc2c(c1)[C@@H]1C[C@H](CC(=O)N3CCOCC3)O[C@H](CO)[C@@H]1O2)C1CCC1,-2.3
CO[C@H]1CC[C@@H]2CCN(C)C(=O)CCCN(C)C(=O)c3cc(C#N)ccc3OC[C@H]1O2,-0.2
C[C@@H]1CN([C@H](C)CO)C(=O)Cc2cc(NC(=O)Nc3ccc(F)cc3)ccc2O[C@H]1CN(C)CC1CCCCC1,-0.1
C[C@H]1CN([C@@H](C)CO)C(=O)Cc2cc(NC(=O)Nc3ccc(C(F)(F)F)cc3)ccc2O[C@H]1CN(C)Cc1ccc(Oc2ccccc2)cc1,-1.8
CNC(=O)C[C@@H]1CC[C@H]2[C@H](COc3ccc(NC(=O)NC(C)C)cc3C(=O)N2C)O1,-0.5
CN1C(=O)c2cc(NC(=O)c3cccc(F)c3)ccc2OC[C@H]2O[C@H](CC(=O)NCc3ccccc3Cl)CC[C@H]21,7.8
CO[C@@H]1CN(C)C(=O)c2ccc(NC(=O)C3CCC3)cc2OC[C@@H](C)N(S(=O)(=O)c2ccc(Cl)cc2)C[C@H]1C,-3.6
CC(C)NC(=O)N1[C@H](C(=O)N2CCc3ccccc3C2)[C@@H](CO)[C@@H]2Cn3c(cccc3=O)[C@@H]21,-2.2
Cc1ccc(S(=O)(=O)Nc2ccc3c(c2)CC(=O)N([C@H](C)CO)C[C@@H](C)[C@@H](CN(C)S(=O)(=O)c2cn(C)cn2)O3)cc1,-1.9
C[C@H](CO)N1C[C@H](C)[C@@H](CN(C)Cc2ccc3c(c2)OCO3)Oc2ncc(C#CCN(C)C)cc2C1=O,1.4
O=C(NCCc1ccccc1)[C@@H]1[C@@H](CO)[C@@H]2Cn3c(cccc3=O)[C@H]1N2C(=O)C1CCCC1,-1.6
CCCc1cn(CC[C@@H]2CC[C@@H](NC(=O)C3CCCC3)[C@@H](CO)O2)nn1,-1.7
Cc1noc(C)c1NC(=O)N(C)C[C@@H]1Oc2ccc(NS(=O)(=O)c3cn(C)cn3)cc2C(=O)N([C@H](C)CO)C[C@@H]1C,-0.7
COc1ccc(S(=O)(=O)Nc2cccc3c2O[C@@H](CN(C)S(=O)(=O)c2ccccc2)[C@H](C)CN([C@H](C)CO)C3=O)cc1,-1.4
C[C@@H]1CCCCO[C@@H](CN(C)S(=O)(=O)c2ccc(Cl)cc2)[C@H](C)CN([C@@H](C)CO)C(=O)c2cc(NS(=O)(=O)c3ccc(Cl)cc3)ccc2O1,-1.5
C[C@H]1CCCCO[C@H](CN(C)C(=O)Cc2ccccc2)[C@@H](C)CN([C@@H](C)CO)C(=O)c2cc(NS(C)(=O)=O)ccc2O1,0.2
C[C@@H]1CN([C@H](C)CO)C(=O)c2cc(NC(=O)Nc3ccc(C(F)(F)F)cc3)ccc2O[C@@H]1CN(C)C(=O)Nc1ccccc1,0.3
C[C@H](CO)N1C[C@H](C)[C@H](CN(C)S(=O)(=O)c2ccc(F)cc2)OCCCC[C@H](C)Oc2ccc(NS(C)(=O)=O)cc2C1=O,1.1
N#C[C@H]1N[C@H](CO)[C@H]1c1ccc(C#Cc2ccc(F)cc2)cc1,-1.2
C[C@H](CO)N1C[C@H](C)[C@H](CN(C)Cc2cccnc2)Oc2ncc(C#CC3(O)CCCC3)cc2C1=O,-5.3
C[C@H](CO)N1C[C@H](C)[C@H](CN(C)S(=O)(=O)c2ccccc2)Oc2c(NS(=O)(=O)c3ccc(F)cc3)cccc2C1=O,-1.7
COCCOC(=O)N1C(=O)[C@@]2(c3cc(C#CCNC(N)=O)ccc31)[C@H](C(N)=O)[C@H]1C(=O)O[C@H](c3ccccc3)[C@H](c3ccccc3)N1[C@@H]2c1ccccc1OCCO,-0.7
Cc1noc(C)c1NC(=O)Nc1cccc2c1O[C@H](CN(C)C)[C@@H](C)CN([C@H](C)CO)C2=O,-0.6
C[C@H](CO)N1C[C@H](C)[C@@H](CN(C)C(=O)CCCN(C)C)OCCCC[C@H](C)Oc2ccc(NC(=O)c3ccccc3)cc2C1=O,-1.9
O=C(C[C@@H]1C=C[C@@H](NC(=O)Nc2ccc3c(c2)OCO3)[C@@H](CO)O1)NCCCN1CCOCC1,-3.0
OC[C@H]1[C@@H](c2ccc(-c3ccccc3F)cc2)[C@@H]2CN(Cc3cncnc3)CCCCN12,-2.4
CNC[C@H]1Oc2cc(C#CC3CCCC3)ccc2S(=O)(=O)N([C@@H](C)CO)C[C@@H]1C,-5.4
C[C@@H]1CCCCO[C@@H](CN(C)C(=O)Nc2ccc(C(F)(F)F)cc2)[C@H](C)CN([C@H](C)CO)C(=O)c2cc(NC(=O)Nc3ccccc3)ccc2O1,-2.1
CNC(=O)C[C@@H]1CC[C@H]2[C@@H](COc3ccc(NC(=O)Nc4c(C)noc4C)cc3C(=O)N2C)O1,1.2
CCCNC(=O)C[C@@H]1CC[C@@H]2[C@@H](COc3ccc(NC(=O)c4cccs4)cc3C(=O)N2C)O1,5.4
C[C@@H]1CN([C@@H](C)CO)C(=O)Cc2cc(NC(=O)CCC(F)(F)F)ccc2O[C@@H]1CN(C)Cc1ccccc1,1.6
C/C=C/c1ccc([C@@H]2[C@H]3CN(S(=O)(=O)c4ccc(OC)cc4)CCCCN3[C@H]2CO)cc1,-1.8
C[C@@H]1CN([C@@H](C)CO)C(=O)c2cc(NC(=O)c3ccncc3)ccc2O[C@H]1CN(C)Cc1ccc(Oc2ccccc2)cc1,-1.3
O=C(N[C@H]1CC[C@@H](CCNS(=O)(=O)c2ccc(F)cc2)O[C@@H]1CO)C1CC1,-2.0

(continued)
Structure,BioA inh
CO[C@H]1CN(C)C(=O)c2ccc(NC(=O)C3CC3)cc2OC[C@@H](C)N(Cc2ccncc2)C[C@H]1C,-1.5
COc1ccc(S(=O)(=O)Nc2ccc3c(c2)C(=O)N([C@H](C)CO)C[C@@H](C)[C@H](CN(C)Cc2ccc(C(=O)O)cc2)O3)cc1,-0.6
COc1ccc(CN(C)C[C@@H]2Oc3ccc(NS(=O)(=O)c4ccc(F)cc4)cc3CC(=O)N([C@@H](C)CO)C[C@@H]2C)cc1,0.2
CC=Cc1ccc2n(c1=O)C[C@@H]1[C@@H](CO)[C@H](C(=O)NCCC)N(CC3CC3)[C@H]21 (mixture of isomers),-1.1
COCC(=O)N(C)C[C@@H]1Oc2ncc(C#Cc3ccccc3OC)cc2C(=O)N([C@@H](C)CO)C[C@@H]1C,-0.1
CO[C@@H]1CN(C)C(=O)c2cc(NC(=O)Nc3c(C)noc3C)ccc2OC[C@H](C)N(CCC(F)(F)F)C[C@H]1C,0.4

Rewritten field by field: part of the list above
COc1ccc(S(=O)(=O)Nc2ccc3c(c2)C(=O)N([C@H](C)CO)C[C@@H](C)[C@H](CN(C)Cc2ccc(C(=O)O)cc2)O3)cc1
  BioA inh = -0.6

COc1ccc(CN(C)C[C@@H]2Oc3ccc(NS(=O)(=O)c4ccc(F)cc4)cc3CC(=O)N([C@@H](C)CO)C[C@@H]2C)cc1
  BioA inh = 0.2

CC=Cc1ccc2n(c1=O)C[C@@H]1[C@@H](CO)[C@H](C(=O)NCCC)N(CC3CC3)[C@H]21 (mixture of isomers)
  BioA inh = -1.1

COCC(=O)N(C)C[C@@H]1Oc2ncc(C#Cc3ccccc3OC)cc2C(=O)N([C@@H](C)CO)C[C@@H]1C
  BioA inh = -0.1
